# NOD2 inhibition – inhibition of NOD2-driven NF-kB reporter – cell-based, luminescence, uHTS, HEK293 (AID 1566). HEK293 NOD2/NF-kB luciferase reporter, luminescence; higher % means a stronger effect. inhibition, % at 4 µM, or EC50 in µM where a hit was titrated. 290,000 compounds, 0.63% hits; also: many of its hits are not listed in these tables
# GPR55 beta-arrestin – selective activators of receptor GPR55 – imaging, U2OS cells, beta-arrestin-GFP redistribution, primary screen (AID 1961). 290,000 compounds, 0.048% hits. U2OS GPR55 beta-arrestin-GFP redistribution imaging; higher % means a stronger effect. activation, % at 10 µM, or EC50 in µM where a hit was titrated;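 active = activation above 40% with more than 50 cells counted in the well; inconclusive = wells holding fewer than 50 cells, flagged as toxic or sparse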;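 also: U2OS osteosarcoma cells stably expressing GPR55 and beta-arrestin-GFP; plate controls were DMSO negative control for no effect and LPI positive control for full effect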
# NOD1 NF-kB reporter – NOD1 signaling inhibitors, primary screen, cell-based, luminescence, uHTS (AID 1578) | NOD1-driven NF-kB luciferase reporter cells, luminescence; higher % means a stronger effect | inhibition, % at 4 µM, or EC50 in µM where a hit was titrated | 290,000 compounds, 1% hits; in the data active = inhibition mostly above about 36%, no sharp cut-off; inactive = mostly below about 34%;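 also: HEK-293T reporter cells stimulated with the NOD1 agonist gamma-tri-DAP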
# KOR beta-arrestin-1 – kappa opioid receptor activators – cell-based, luminescence, uHTS, primary screen (AID 1777); KOR beta-arrestin recruitment, luminescence; higher % means a stronger effect; 280,000 compounds, 0.02% hits; activation, % at 10 µM, or EC50 in µM where a hit was titrated; in the data active = activation above about 50%, passing the limit was not always enough; also: a part of the inactive calls stands beside numbers as strong as those of hits
# KOR beta-arrestin-2 – kappa opioid receptor blockers – cell-based, luminescence, uHTS (AID 1778); 290,000 compounds, 0.091% hits; inhibition, % at 10 µM, or IC50 in µM where a hit was titrated; KOR beta-arrestin recruitment, luminescence, antagonist mode; higher % means a stronger effect; also: strong numbers were not always called active
# GPR55 LPI antagonism – GPR55 antagonists blocking LPI-driven arrestin recruitment, primary screen, imaging, U2OS, beta-arrestin-GFP, LPI agonist (AID 2013). inhibition, % at 10 µM; hits with a dose series show IC50 in µM. 290,000 compounds, 0.13% hits. U2OS GPR55 beta-arrestin-GFP translocation imaging, LPI antagonism; higher % means a stronger effect;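 active = spots per cell inhibited over 60%, with over 100 cells counted and total cytoplasm intensity under 500,000; inconclusive = wells with under 100 cells, flagged as likely toxic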;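 also: U2OS cells stably carrying GPR55 and arrestin-GFP stimulated by 5 µM LPI near EC80; imaged beta-arrestin-GFP aggregate spots per cell after agonist stimulation; plate controls were LPI-stimulated DMSO wells for no effect and DMSO wells without LPI for full effect; some results filed as inactive read as strong as hits; confirmed hits need IC50 under 10 µM and bright autofluorescent wells are also inconclusive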
# GPR35 antagonists – GPR35 antagonists blocking zaprinast-driven arrestin recruitment, primary screen, imaging, U2OS, beta-arrestin-GFP, zaprinast agonist (AID 2058). U2OS GPR35 beta-arrestin-GFP translocation imaging, zaprinast antagonism; higher % means a stronger effect. one-dose inhibition, % at 10 µM; IC50 in µM for titrated hits. 290,000 compounds, 0.052% hits;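 active = inhibition of at least 50% with at least 30 cells and total cytoplasm GFP at most 10,000,000; inconclusive = under 30 cells or total GFP of 10,000,000 plus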
# Myeloid diff 2 – promotes myeloid progenitor differentiation. ER-HoxA9 myeloid progenitors, lysozyme-GFP differentiation, flow cytometry. calls only at 10 µM. 360,000 compounds, 1% hits. AID 624256;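 active = normalized GFP-positive differentiation at or above the plate's own cutoff, the solvent-only control mean plus 3 SD; inconclusive = no clear call, values can overlap the other calls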;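 also: cells exposed to compound for four days before flow analysis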
# HIV peptide binding – inhibitors of HIV fusion peptide binding, primary screen, biochemical, uHTS, fluorescence dequenching (AID 1986). cell-free peptide binding, fluorescence dequenching, 30 min; higher % means a stronger effect. one-dose inhibition, % at 20 µM; IC50 in µM for titrated hits. 290,000 compounds, 0.3% hits; in the data active = inhibition mostly above about 52%, no sharp cut-off; inactive = mostly below about 76%; also: some results filed as inactive read as strong as hits
# Myeloid diff 2 GFP+ MAC1+ % – recorded beside Myeloid diff 2, whose call it bears; GFP+ MAC1+ double positive, %; measured here: differentiation confirmed by MAC1 staining
# Active calls of the source: *; i = inactive; ? = inconclusive; nt = no result given; [ ] = remark or other dose. Rule as the data show it, unless noted: active = inhibition above about 50%; inactive = the rest. Not all compounds are listed; rates above refer to the full screens.
SMILES,NOD2 inhibition,GPR55 beta-arrestin,NOD1 NF-kB reporter,KOR beta-arrestin-1,KOR beta-arrestin-2,GPR55 LPI antagonism,GPR35 antagonists,Myeloid diff 2,Myeloid diff 2 GFP+ MAC1+ %,HIV peptide binding
CCOC(=O)C1(CCOc2ccccc2)CCN(Cc2ccc(NC(C)=O)cc2)CC1,-15.3%,-0.2%,-26.6%,-3.6%,13.8%,-6.6%,10.1%,i,0.2,-0.8%
COc1ccc(NC(=O)C2CCN(C(=O)c3cccs3)CC2)c(OC)c1,26.0%,0.0%,10.6%,0.1%,28.7%,2.1%,6.0%,i,1.4,-0.6%
COc1ccc(C2/C(=C(/O)c3ccc(Br)cc3)C(=O)C(=O)N2C)cc1 (stereo unspecified),11.0%,0.3%,-7.5%,-2.0%,-22.0%,-15.5%,3.1%,i,0.4,0.5%
Cc1nc(NC2=NCN(Cc3cccnc3)CN2)nc2ccccc12,11.2%,0.3%,0.1%,0.7%,14.0%,-4.9%,-1.9%,i,0.8,0.4%
COc1ccc(C(=O)NCCN2CCOCC2)cc1[N+](=O)[O-],-3.2%,0.3%,-8.0%,0.1%,-29.0%[20 µM],0.0%,7.8%,i,0.5,1.2%
COC(=O)C(CCSC)NC(=O)Cn1ncc2c(=O)oc3ccccc3c21 (stereo unspecified),-5.9%,-0.1%,-3.9%,8.6%,-12.6%,-6.4%,8.4%,i,2.9,-0.6%
Cc1cccc(NC(=O)C(C)N2C(=O)C3C4CC(C(Br)C4Br)C3C2=O)c1 (stereo unspecified),9.5%,-0.1%,-16.4%,-3.8%,16.9%,13.7%,-0.1%,i,0.4,1.9%
Cn1c(=O)n(C)c2cc(S(=O)(=O)Nc3ccc(F)cc3)ccc21,36.1%,-0.2%,16.5%,-2.7%,-33.6%[20 µM],-2.0%,8.7%,i,1.3,-0.9%
CCOc1cc(/C=N/NC(=O)C(=O)NC)cc(Br)c1O,6.4%,-0.3%,-11.9%,3.7%,19.8%,-5.7%,6.8%,i,2.0,-2.8%
COc1ccc(NC(=O)CCCNC(=O)Cn2cnc3sc4c(c3c2=O)CCCC4)cc1OC,3.5%,-0.2%,-25.7%,0.1%,-8.8%,11.6%,11.5%,i,0.7,0.2%
O=C(COC(=O)/C=C/c1ccc2c(c1)OCO2)Nc1ccccc1,-14.2%,0.2%,-25.9%,1.1%,-14.5%,-9.1%,-1.8%,i,0.5,0.2%
COc1ccc(O)c(/C=N/Nc2nc(Nc3ccccc3)nc(-n3nc(C)cc3C)n2)c1,-19.7%,-0.1%,-31.7%,1.2%,5.6%,-7.3%,-3.9%,i,0.9,0.5%
CCOC(=O)N1CCN(C(=O)c2cn(CC)c3ccc(S(=O)(=O)N4CCCC4)cc3c2=O)CC1,11.5%,0.1%,-23.2%,0.1%,8.4%,3.2%,-4.8%,i,0.9,0.5%
CCCC(=O)Nc1ccc(NC(=O)c2ccccc2F)cn1,1.0%,0.3%,-26.1%,-4.4%,-15.6%[20 µM],-11.1%,0.8%,i,0.8,-0.6%
CCCNC(=O)NS(=O)(=O)c1ccc(Cl)cc1,2.6%,0.4%,-26.4%,-4.8%,-24.7%,14.4%,-2.2%,i,2.7,0.4%
O=c1c2ccccc2nnn1Cc1nnc(-c2ccccc2Br)o1,-5.8%,-0.1%,-38.0%,1.5%,-12.0%,-15.3%,-15.7%,i,0.9,-2.8%
CCOc1ccc(NS(=O)(=O)c2ccc3ncsc3c2)cc1,11.9%,-0.2%,-33.7%,1.0%,-23.4%,-2.0%,-0.4%,i,0.1,-0.2%
S=c1[nH]nc(COc2ccc(Cl)cc2Cl)n1-c1ccccc1,25.5%,0.3%,7.1%,-5.7%,6.9%[20 µM],2.6%,-2.3%,i,0.1,1.3%
O=C1C2C3C=CC(C3)C2C(=O)N1CCN1CCN(S(=O)(=O)/C=C/c2ccccc2)CC1 (stereo unspecified),-7.6%,-0.1%,10.0%,nt,-41.1%[20 µM],-9.4%,2.3%,i,0.1,0.0%
N#C/C(=C\c1cccc(Cl)c1)c1n[nH]c(Cn2cncn2)n1,-11.2%,-0.2%,-14.2%,3.9%,-13.4%,13.1%,1.3%,i,0.6,2.8%
Nc1nc(Cl)nc2c1ncn2[C@@H]1O[C@H](CO)[C@@H](O)[C@H]1O,-6.0%,0.5%,-23.7%,-2.2%,-38.1%,-16.1%,-14.1%,?,nt,1.9%
COC(=O)c1ccc(N2CN=C(c3ccc(C)cc3)NC2=S)cc1,2.5%,0.1%,23.9%,2.5%,-5.3%,5.7%,6.9%,i,0.1,2.3%
CC(=O)N1c2c(cc(Br)cc2S(=O)(=O)N2CCN(C(=O)c3ccco3)CC2)CC1C (stereo unspecified),9.4%,-0.1%,-4.7%,-5.7%,8.5%,3.8%,-18.7%,i,1.4,2.0%
COc1ccc(N2CCN(C(=O)CNC(=O)c3ccccc3Cl)CC2)cc1,-7.8%,-0.1%,-8.3%,-4.5%,17.2%,10.7%,-6.5%,i,0.3,0.8%
O=C(NCCCN1CCOCC1)c1cnccn1,8.1%,-0.1%,-3.1%,-0.9%,-23.5%,5.4%,-9.1%,i,1.7,2.6%
SMILES,NOD2 inhibition,GPR55 beta-arrestin,NOD1 NF-kB reporter,KOR beta-arrestin-1,KOR beta-arrestin-2,GPR55 LPI antagonism,GPR35 antagonists,Myeloid diff 2,Myeloid diff 2 GFP+ MAC1+ %,HIV peptide binding
Cc1ccc(NC(=S)NC(=O)c2ccc(-c3ccccc3)cc2)c(C)c1,29.4%,-0.1%,16.2%,0.8%,41.9%,22.3%,0.0%,i,0.8,-5.3%
O=C(CSc1nncn1-c1cccnc1)N1CCOCC1,20.4%,0.0%,-23.1%,0.9%,-41.9%,7.1%,4.7%,i,0.6,2.5%
Cc1cc2cc(CCNS(=O)(=O)c3ccc(F)cc3)c(=O)[nH]c2cc1C,11.6%,0.3%,-3.2%,-3.0%,-25.3%,-0.6%,39.5%,i,0.6,2.0%
Cc1cccc2cc(CN(CC3CCCO3)C(=O)c3ccncc3)c(=O)[nH]c12 (stereo unspecified),4.5%,-0.1%,-16.7%,-0.5%,-27.5%,0.5%,-9.5%,i,2.0,0.8%
COC(=O)N1c2ccccc2C=Cc2ccccc21,-5.8%,-0.1%,-6.8%,-1.4%,-23.2%[20 µM],4.4%,12.8%,i,0.1,0.8%
COc1ccc(C(=O)OCCOc2cccc(Cl)c2)cc1S(=O)(=O)N1CCOCC1,11.8%,0.2%,-16.0%,4.6%,25.3%,6.3%,-1.6%,i,0.4,-0.7%
CC(NC(=O)c1cc(S(=O)(=O)N(C)C)ccc1N1CCCC1)C1CC2CCC1C2 (stereo unspecified),16.7%,0.0%,-31.1%,-1.1%,22.3%,0.3%,10.7%,i,0.2,0.0%
CCOc1ccc(S(=O)(=O)N2CCC(C(=O)NCc3cccnc3)CC2)cc1,-4.2%,0.3%,-31.5%,0.3%,2.3%,-0.9%,-6.6%,i,0.8,-1.1%
O=[N+]([O-])c1cccc(-c2csc(CS(=O)(=O)Cc3ccco3)n2)c1,11.4%,0.2%,-12.3%,-2.0%,27.9%,2.3%,0.4%,i,0.7,0.6%
CC(C)C(c1nnnn1C1CCCC1)N1CCN(c2ccccc2F)CC1 (stereo unspecified),4.5%,0.4%,-1.8%,-0.6%,-33.2%,20.4%,11.9%,i,0.1,-3.1%
COC(=O)c1cc(N=Nc2sc(N)nc2C)cc(C(=O)OC)c1,4.2%,0.4%,-4.7%,51.0%,-58.3%,11.4%,-8.7%,i,1.1,-3.0%
Nc1nc(NCc2ccc(Cl)cc2)nc(NCCO)c1[N+](=O)[O-],18.2%,0.2%,1.7%,-2.8%,9.8%,-19.6%,6.4%,i,0.7,-1.1%
CC[C@@H]1CC=C[C@H]2[C@H]1C(=O)N(Cc1ccccc1)[C@H]2c1ccc(OC)c(Cl)c1,4.4%,-0.1%,-8.2%,0.7%,3.7%,28.2%,-0.5%,i,1.8,2.0%
Cc1ccc(C(=O)OCC(=O)NC(=O)c2cccn2C)cc1,16.3%,-0.1%,-6.1%,3.8%,-12.9%,3.9%,7.7%,i,5.3,9.0%
O=C(c1cc(-c2ccc(Cl)cc2)on1)N1CCCC1,-134.4%,-0.3%,-34.3%,0.4%,-17.7%,-4.4%,5.8%,i,1.2,0.2%
C#Cc1ccc([C@@H]2C=C(C(=O)N3CCN(Cc4ccc5c(c4)OCO5)CC3)O[C@H](OCCCCO)C2)cc1,10.0%,0.8%,-5.3%,-1.6%,-14.1%,10.0%,-6.6%,i,1.6,0.7%
Cc1ccc(C(=O)CSc2nnc(-c3cccnc3)n2N)cc1,-3.7%,0.2%,-21.2%,0.5%,17.7%,-4.4%,0.3%,i,21.0,-0.5%
CC1=C(C(=O)NC2CC(C)(C)Cc3c2cnn3-c2cccc(F)c2)OCCO1 (stereo unspecified),-9.8%,-0.1%,10.1%,2.8%,-34.3%,5.6%,10.7%,i,1.9,1.4%
Cc1ccccc1CNC(=O)CCC(=O)N1CCOc2ccccc21,9.6%,1.2%,-0.1%,-4.8%,0.5%[20 µM],-2.2%,0.6%,i,4.1,-0.7%
CCn1c(SCc2nc(-c3ccccc3)no2)nc2ccccc21,4.6%,-0.1%,-2.1%,8.9%,-6.6%,-5.1%,6.7%,i,1.9,-0.4%
Cc1ccn2c(C(=O)CSc3ccc(Cl)cc3)c(C)nc2c1,6.8%,2.0%,19.4%,-1.8%,10.2%,14.8%,9.1%,i,0.5,-0.2%
CCCn1nc(C(=O)NNC(=O)c2cccc(S(=O)(=O)NC(C)C)c2)c2ccccc2c1=O,-3.5%,-0.1%,-15.0%,0.0%,31.9%,8.1%,9.9%,i,0.5,0.0%
CN(Cc1cccs1)C(=O)CCc1ccc(S(=O)(=O)N2CCOCC2)cc1,7.7%,1.7%,-0.1%,-1.1%,-24.2%,-2.6%,-5.3%,i,1.7,-0.2%
CCOC(=O)N1CCN(C/C(Cl)=C/c2ccccc2)CC1,-0.5%,-0.4%,-22.6%,4.7%,-58.8%[20 µM],2.6%,-14.4%,i,0.7,-0.1%
CCOC(=O)/C(C#N)=C/c1cccc([N+](=O)[O-])c1,11.1%,0.5%,-2.6%,-1.1%,4.9%,1.4%,0.8%,i,0.0,2.2%

# High-throughput results (PubChem)
